NPC1 promoter act – activators of NPC1 promoter. Huh7 NPC1 promoter luciferase reporter, 24 h. Potency, µM (doses to about 9.22 µM), inactives show at the top dose activation, most hits filed as activators. hit rate 2.4% among 320,000. AID 485313;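 note: % of control where 0% means no effect; nearly all actives have a fitted effect of over 60% in size; reporter is driven by a mutant NPC1 promoter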
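Cells: Huh7 expressing luciferase under the NPC1 promoter, 1500/well. Seeded 2 h, compound added, incubated 24 h at 37 °C. Luciferase reagent, 10 min ambient, then luminescence.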
uPA generation – cell surface uPA generation inhibition; AID 540303; Potency, µM (titrated, usually from 38.3 µM), without a hit: top-dose activity change, negative = inhibition, usual class: inhibitors; hit rate 0.31% among 330,000; cell surface uPA generation assay, qHTS; active = well fitted inhibition curve with a large enough effect; inconclusive = small, poorly fitted or top-dose-only effect; inactive = no such curve, though single readings can be large or run the other way; tested in mouse RAW 264.7 cells; note: % is set by controls: 0 for no effect and ±100 for the full control effect; nearly all actives have a fitted effect of over 55% in size
BRCA1 expr act – increases BRCA1 expression | Potency, µM (series often up to 46.1 µM), for the others: top-dose activation, actives largely listed as activators | hit rate 1.1% among 380,000 | MCF7-BRCA1-FFLuc reporter, luminescence, 48 h; response scale: scaled: vehicle 0%, 10 µM genistein 100% | AID 624202; note: nearly all actives have a fitted effect of over 80% in size; some results filed as inactive show a strong effect at the top dose
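First, MCF7-BRCA1-FFLuc cells (2000/well) attach for 2 h; next, compounds are pin-added and incubated 48 h at 37 °C; finally, luciferase reagent is added and luminescence read after 15 min.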
Rab9 promoter act – Rab9 promoter activation; Huh7 Rab9 promoter-luciferase reporter, luminescence, 24 h; Potency, µM (series often up to 9.22 µM), inactives show at the top dose activation, negative = inhibition, most hits filed as activators; hit rate 2.8% among 320,000; AID 485297; note: % of control where 0% means no effect; nearly all actives have a fitted effect of over 60% in size
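Quantitative HTS format; Huh7 Rab9-luciferase reporter cells (1500/well) receive compound 2 h post-plating, incubate 24 h at 37 °C, then get luciferase reagent for 10 min before luminescence reading.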
MBNL1-CUG inh – blocks human MBNL1 binding to CUG repeat RNA; hit rate 0.036% among 280,000; TR-FRET MBNL1-His/biotin-(CUG)12 binding, 665/545 ratio; Q9NR56; Potency, µM (titrated, usually from 57.5 µM), for inactives: at the top dose activity change, negative = inhibition, actives largely listed as inhibitors; AID 2675; active = well fitted inhibition curve with a large enough effect in the signal ratio, with a control signal flat, not every such curve was filed as active; inconclusive = small, poorly fitted or top-dose-only effect, or effect the other way, or a change in a side signal; inactive = no such curve, though single readings can be large or run the other way; the % refers to the signal ratio; note: % is set by controls: 0 for no effect and ±100 for the full control effect
Target sequence (Q9NR56 whole entry, looked up): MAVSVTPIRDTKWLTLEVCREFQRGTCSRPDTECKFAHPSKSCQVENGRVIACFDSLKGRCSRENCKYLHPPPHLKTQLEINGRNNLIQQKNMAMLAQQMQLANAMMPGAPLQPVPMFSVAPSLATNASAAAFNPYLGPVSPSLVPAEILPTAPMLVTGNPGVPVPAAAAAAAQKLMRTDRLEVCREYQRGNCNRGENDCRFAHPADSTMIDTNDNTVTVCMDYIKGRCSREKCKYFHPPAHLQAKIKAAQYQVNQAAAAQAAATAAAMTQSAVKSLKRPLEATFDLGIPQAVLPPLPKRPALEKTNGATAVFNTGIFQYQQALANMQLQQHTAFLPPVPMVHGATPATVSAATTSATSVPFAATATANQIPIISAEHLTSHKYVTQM
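His-tagged MBNL1 binding to biotinylated (CUG)12 RNA was measured by TR-FRET using terbium anti-His antibody (0.055 ng/ul final) and streptavidin-XL665 (5 nM final). Compounds were titrated 92 nM to 58 uM; 60 min at room temperature.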
p53 reactivation – re-activators of mutant p53 | H1299 p53-A138V BP100-luciferase reporter, luminescence, 24 h | Potency, µM (titrated, usually from 92.2 µM), without a hit: at the top dose activity change, positive = activation, usual class: activators | hit rate 0.063% among 320,000 | AID 504706; note: % of control where 0% means no effect; nearly all actives have a fitted effect of over 45% in size
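H1299 (p53-null), stable ts p53-A138V + BP100-Luc; 1000 cells/well, Opti-MEM/10% FBS; cpd 4 pt, 1:5; 24 h, 37 deg C, 5% CO2; detection reagent 10 min RT; luminescence.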
ELG1 genotox – inducers of genotoxicity in HEK293T ELG1-luciferase cells. HEK293T ELG1-luciferase reporter, luminescence, 16 h. AID 504466. hit rate 1.3% among 330,000. Potency, µM (highest dose often 46 µM), without a hit: at the highest dose activity change, positive = activation, hits mostly activators; note: % of control where 0% means no effect; nearly all actives have a fitted effect of over 60% in size
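ELG1-luciferase HEK293T cells, 2,000/well; compound pinned in; 16 hr, 37 °C, 5% CO2; ONE-Glo, 30 min RT; luminescence on CCD imager.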
FLuc counter – counter-screen for miR-21 project: firefly luciferase inhibitors or activators. Potency, µM (titrated, usually from 57.5 µM), for the others: top-dose activity change, negative = inhibition, hits mostly inhibitors. purified FLuc, Km substrates, luminescence inhibition. P08659. hit rate 6.9% among 360,000. AID 588342;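 note: plate controls were vehicle for no effect and reference inhibitor for full effect; nearly all actives have a fitted effect of over 55% in size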
Target sequence (P08659 whole entry, looked up): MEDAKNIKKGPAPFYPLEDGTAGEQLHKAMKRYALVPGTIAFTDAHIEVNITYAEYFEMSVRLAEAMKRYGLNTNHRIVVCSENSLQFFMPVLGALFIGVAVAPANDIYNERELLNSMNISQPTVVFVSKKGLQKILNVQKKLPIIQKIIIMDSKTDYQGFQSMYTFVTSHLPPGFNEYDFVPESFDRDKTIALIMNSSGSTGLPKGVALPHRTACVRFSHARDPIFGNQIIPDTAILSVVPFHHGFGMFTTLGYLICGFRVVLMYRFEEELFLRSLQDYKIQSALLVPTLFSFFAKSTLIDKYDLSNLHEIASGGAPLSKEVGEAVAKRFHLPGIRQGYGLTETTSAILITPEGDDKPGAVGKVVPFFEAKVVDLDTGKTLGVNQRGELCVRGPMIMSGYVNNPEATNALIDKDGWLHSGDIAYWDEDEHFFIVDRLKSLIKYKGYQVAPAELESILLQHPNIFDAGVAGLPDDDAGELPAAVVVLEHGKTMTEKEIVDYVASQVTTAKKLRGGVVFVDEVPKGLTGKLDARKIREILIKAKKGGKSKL
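Purified P. pyralis luciferase (10nM final) with 10uM D-luciferin and 10uM ATP (Km levels) in 50mM Tris acetate pH 7.5, 10mM Mg acetate, 0.01% Tween-20, 0.05% BSA; qHTS 6-point titration, ~60 µM downward; luminescence read.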
RORgamma inh – ROR gamma (mouse) transcription inhibition | hit rate 5.4% among 310,000 | P51450 | Potency, µM (top dose mostly 53.6 µM), for the others: at the highest dose activity change, negative = inhibition, hits mostly inhibitors | Drosophila S2 Gal4-RORgamma UAS-luciferase reporter, 20 h; note: % is set by controls: 0 for no effect and ±100 for the full control effect; nearly all actives have a fitted effect of over 60% in size
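Luminescence from a UAS-regulated Photinus luciferase reporter in stably transfected Drosophila Schneider cells is measured; decreased signal marks ROR gamma inhibition. Fusion expression is induced by 700 uM copper sulfate for 20 hr.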
CXXC DNA block – blocks binding of human MLL CXXC domain to DNA; hit rate 0.037% among 290,000; MLL-CXXC / FITC-HOXA9 DNA fluorescence polarization; Potency, µM (highest dose often 115 µM), for the others: top-dose activity change, negative = inhibition, most hits filed as inhibitors; Q03164; active = well fitted inhibition curve with a large enough effect in the polarisation, with a control signal flat, not every such curve was filed as active; inconclusive = small, poorly fitted or top-dose-only effect, or effect the other way, or a change in a side signal; inactive = no such curve, though single readings can be large or run the other way; the % refers to the polarisation
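Fluorescence polarization: 7 uM MLL-CXXC (stock) preincubated 5 min with compounds, then 50 nM fluorescein-HOX-A9 DNA (stock) added; 30 min ambient. Buffer 50 mM Tris-HCl pH 7.5, 50 mM NaCl, 1 mM DTT, 0.05% BSA.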
VP16 counter – Gal4-VP16 reporter inhibition counter-screen | Drosophila S2 Gal4-VP16 UAS-luciferase, luminescence, 20 h | Potency, µM (highest dose often 53.6 µM), without a hit: top-dose activity, negative = inhibition, most hits filed as inhibitors | hit rate 3.5% among 310,000 | AID 2546;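 note: Gal4-VP16 expression switched on by copper sulfate through the metallothionein promoter; % is set by controls: 0 for no effect and ±100 for the full control effect; nearly all actives have a fitted effect of over 50% in size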
* marks the source's active call; other numbers are inactive results; ? = inconclusive; / = not tested or not shown; & = joins results of further samples; [ ] = another dose, or the depositor's remark. Unless noted, calls come from the whole dose curve; as a rule, active = well fitted curve in the direction sought with a large enough effect; inconclusive = small, poorly fitted or top-dose-only effect, or another doubt; inactive = no such curve, though single readings can be large; an effect the other way counts as inactive or inconclusive. Potency is the fitted concentration of half-maximal effect. The list is partial, so the mix of outcomes need not match the whole.

molecule,NPC1 promoter act,uPA generation,BRCA1 expr act,Rab9 promoter act,MBNL1-CUG inh,p53 reactivation,ELG1 genotox,FLuc counter,RORgamma inh,CXXC DNA block,VP16 counter
Cc1cc(C)n2cc(CSc3nnnn3-c3ccc(Cl)cc3)nc2n1,0%,-2%,-7%,-4%,2%,10%,-4%,-1%,-5%,-6%,11%
C#CCSc1nnc(-c2sc(-c3ccccc3)nc2C)n1C,5%,1%,2%,16%,15%,0%,1%,?,41%,2%,21%
CCc1ccc(S(=O)(=O)N2CCN(c3ncccn3)CC2)cc1,-2%,-1%,-1%,-6%,2%,-6%,1%,2%,9%,4%,-7%
N=c1c(C(=O)NC2CCCC2)cc2c(=O)n3ccccc3nc2n1CCCN1CCOCC1,-3%,-29%,-9%,0%,?,5%,-3%,-1%,1%,20%,0%
O=C(CCCc1nc2ccccc2s1)NNC(=O)CCN1CCN(Cc2ccccc2)CC1,-1%,2%,-20%,1%,1%,-1%,-4%,5%,17%,-3%,-10%
Cc1cc(C(=O)CSc2nnc(-c3cccc(F)c3)n2N)c(C)n1Cc1ccc2c(c1)OCO2,-15%,-7%,-65%,-21%,0%,-6%,-7%,2%,40%,13%,?
CN(Cc1ccccc1)C(=O)Cn1cccc1C(=O)c1ccccc1,-1%,-4%,-14%,1%,-1%,-2%,-1%,-1%,3%,2%,-9%
O=S1(=O)C=C(Sc2nnc(-c3ccccc3)o2)c2ccccc21,-26%,/,-104%[inhibitor],-41%[inhibitor],?,-36%[inhibitor],-7%,30µM*,1.8µM*,-14%,3.2µM*
CN(C)/C(=N\S(=O)(=O)c1ccccc1)c1ccc(Cl)cc1,-2%,-6%,4%,-5%[1.84 µM],-6%,0%,0%,-2%,-10%,39%[activator],6%
CCC(C)NC(=O)C1CCCN(C(=O)Nc2ccc(F)cc2)C1 (stereo not given),-3%,6%,-1%,1%,-2%,-5%,2%,0%,3%,5%,1%
CCCCNC(=O)CSc1nc(CCC)nc2ccccc12,-1%,-30%,-45%,-2%,?,6%,-4%,-11%,-27%,1%,11%
Cc1oc2c(C)c3oc(=O)c(CCC(=O)NCCCn4ccnc4)c(C)c3cc2c1C,-6%,-9%,-14%,-7%,-1%,/,3%,-3%,-35%,32%[activator],-6%
CCOC(=O)Cn1ccc(NC(=O)COc2ccc(F)cc2F)n1,23%,4%,33%,17%,-3%,9%,5%,?,-6%,5%,1%
Cc1ccc(Oc2ccc(C(=O)NCc3ccncc3)cc2)cc1,-28%,-5%,-18%,-20%,-8%,-1%,5%,-13%,-16%,2%,?
O=C(Nc1ccc(Cl)cc1)N1CCN(c2ncccn2)CC1,10%,0%,0%,13%,-12%,0%,2%,-14%,21%,-13%,-13%
CC(C)CN(CCNC(=O)c1cn(C)c2ccc(S(=O)(=O)N3CCCC3)cc2c1=O)CC(C)C,-2%,-3%,-1%,-2%,1%,3%,1%,1%&1%,-22%,0%,-14%
C/C(=N/NC(=O)CNC(=O)C(c1ccccc1)c1ccccc1)c1ccco1,-2%,-2%,-21%,0%,-4%,2%,9%,1%,10%,0%,4%
Cc1ccc(COC(=O)CN2C(=O)NC3(CCCCC3C)C2=O)cc1 (stereo not given),-2%,2%,9%,1%,/,-2%,5%,3%,/,/,/
CC1Cc2ccccc2N1C(=O)c1nn(C)cc1Br (stereo not given),1%,-8%,5%,-6%,-10%,6%,0%,-19%,8%,12%,-2%
Cc1cccc2sc(NC(=O)C3CSC4(C)CCC(=O)N34)nc12 (stereo not given),1%,?,-21%,-5%,-7%,-50%[inhibitor],-8%,0%,-25%,5%,2%
COc1ccc(/C=C/CN2CCN(Cc3cccc(OC)c3)C(CCO)C2)cc1 (stereo not given),-2%,1%,-7%,-5%,-6%,-2%,-4%,0%,-2%,-2%,6%
CCOc1ccc(OCCSc2nnnn2-c2ccccc2)cc1,9%,-1%,20%,6%,-1%,8%,6%,?,?,6%,19%
O=C1C2C3CCC(O3)C2C(=O)N1c1cccc(O)c1 (stereo not given),2%,7%,0%,2%,2%,/,4%,4%,-11%,1%,-3%
Cc1cc(=O)oc2cc(NC(=O)c3cc([N+](=O)[O-])ccc3N3CCOCC3)ccc12,5%,3%,8%,-6%,?,1%,-6%,-9%,39%,1%,13%
Cc1ccc(N2C(=O)N(CC(=O)Nc3c(C)cc(C)cc3Cl)C(=O)C2C)cc1 (stereo not given),-1%,0%,-2%,-5%,/,-2%,-5%,2%,/,/,/
CCN(CC)S(=O)(=O)c1cc(C(=O)NCCN2CCOCC2)ccc1Cl,1%,0%,4%,1%,-11%,-3%,-2%,1%,14%,-10%,-10%
Cc1c2ccccc2cc(Cc2ccccc2)[n+]1C,-5%,4%,-19%,5%,?,21%,-16%,-1%,23%,4%,0%
Cc1ccc(CNC(=O)C2CCCN(S(=O)(=O)c3cccnc3)C2)cc1 (stereo not given),1%,5%,36%,-2%,-1%,-6%,-4%,-2%,-6%,-5%,1%
Cc1[nH]n(-c2ccccc2)c(=O)c1C1(C(F)(F)F)C(=O)N(c2ccc(F)cc2)C2=C1C(=O)CC(C)(C)C2 (stereo not given),-1%,8%,14%,-1%,-4%,4%,-2%,0%,18%,-23%,-1%
CC(=O)c1ccc(NC(=O)NC2CC(=O)N(c3ccc4c(c3)OCCO4)C2)cc1 (stereo not given),1%,2%,-5%,-5%,/,10%,4%,1%,/,/,/
COc1cc(NC(C)CCCN)c2ncccc2c1Oc1ccccc1 (stereo not given),-3%,2%,-45%,1%,-15%,-11%,-4%,4%,-33%,15%,1%
CC(C)C(NC(=O)/C=C/c1cccc([N+](=O)[O-])c1)C(C)C,-1%,-1%,-15%,-4%,?,-5%,-2%,1%,?,3%,2%
O=C(Nc1nc2ccc(F)cc2s1)c1ccc(N2CCCC2=O)cc1,0.4µM*,0%,?,0.32µM*,/,19%,0.46µM*,-18%,/,/,/
O=C(Cc1ccc(Cl)cc1)Nc1cc(S(=O)(=O)N2CCOCC2)ccc1N1CCCC1,0%,3%,0%,2%,-1%,-1%,-3%,-3%,?,4%,-5%
CCS(=O)(=O)Nc1cc2c3c(c1)CCC(=O)N3CCC2,1%,2%,-12%,2%,0%,-4%,1%[9.26 µM],-1%,-12%,5%,-5%
CSc1nc(C)cc(SCC(=O)N/N=C/c2ccccc2)n1,0%,-3%,-41%,-14%,-12%,-8%,1%,-3%,27%,4%,-7%
COCCn1c(C)cc(C(=O)CSc2cc(C)c3ccc(OC)cc3n2)c1C,7%,-7%,20%,19%,3%,-9%,2%,3µM*,6.3µM*,9%,2.2µM*
O=[N+]([O-])c1ccc(N=Nc2ncc[nH]2)cc1,-51%[inhibitor],?,-89%[inhibitor],-51%[inhibitor],28%,-16%,?,?,7.1µM*,?,6.3µM*
COc1ccc(CN2CCN(Cc3ccc4cc(F)ccc4n3)CC2CCO)c(C)c1C (stereo not given),-2%,-6%,-39%,-5%,5%,-12%,-2%,1%,-1%,5%,4%
Cc1cc(N2CCCC2)ccc1NC(=O)CN1C(=O)NC2(CCCCC2)C1=O,1%,0%,-11%,-3%,/,-9%,-2%,-2%,/,/,/
Cc1ccc(-n2nc3c(=O)n(CC(=O)NC(C)CCc4ccccc4)nc(C)c3c2C)cc1 (stereo not given),-32%[inhibitor],?,-19%,-34%[inhibitor],3%,15%,13%,4%,3%,7%,-8%
COC(=O)c1ccccc1NC(=O)Cn1ccnc1,0%,3%,-35%,-2%,-7%,-14%,1%,-1%,32%,-7%,4%
CN(C)S(=O)(=O)Oc1ccsc1C(=O)Nc1ccccc1Cl,1%,0%,-22%,-3%,-1%,-2%,-2%,-1%,-30%,-2%,0%

High-throughput results deposited in PubChem BioAssay by National Center for Advancing Translational Sciences (NCATS).
